# Screening data: PubChem BioAssay, several laboratories
# RGS4 block: human RGS4 inhibition | B-score at 10 µM | HEK293 M3R/RGS4 inducible, Fluo-4 calcium flux; stronger effect = higher value; triggered by carbachol at its EC20 | hit rate 0.45% among 310,000 | P49798;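 active = B-score, a plate-corrected calcium signal, over three deviations above library mean, with baseline fluorescence within five deviations of library mean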;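 note: RGS4 expression induced by doxycycline in cells with stable M3 receptor; B-score is computed from the integrated fluorescence ratio over baseline after carbachol; higher B-score means a larger calcium signal and so more RGS4 inhibition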
# Target sequence (P49798 whole entry, looked up): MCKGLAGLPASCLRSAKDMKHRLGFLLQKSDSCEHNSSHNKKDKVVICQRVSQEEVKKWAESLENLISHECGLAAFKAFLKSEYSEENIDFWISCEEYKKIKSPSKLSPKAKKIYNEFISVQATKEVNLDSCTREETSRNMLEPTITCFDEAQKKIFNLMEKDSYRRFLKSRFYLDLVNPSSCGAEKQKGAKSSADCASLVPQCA
# TMEM16A act: activates or potentiates the mouse TMEM16A chloride channel | Q8BHY3 | HEK293 TMEM16A/YFP-H148Q/I152L, iodide quench fluorescence; stronger effect = lower value | B-score at 10 µM | hit rate 0.3% among 340,000 | AID 623877;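 active = fluorescence-ratio B-score plate-corrected deviation score at least 3 library SD below zero, with starting fluorescence score within 5 deviations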;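 note: channel opened by trigger with iodide after compound preincubation; score built on the fluorescence ratio of max minus min over baseline; more negative score means more quench and so TMEM16A activation or potentiation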
# SKKanGAS inh: SKKanGAS growth inhibition; hit rate 1.3% among 300,000; inhibition, % at 7.5 µM; S. pyogenes SKKanGAS, kanamycin growth, BacTiter-Glo, 6 h;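 active = mean replicate score, as percent of positive control median, at least 50; inconclusive = mean below 50 but one replicate at or above 50; inactive = mean and every replicate below 50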;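 note: strain carries kanamycin resistance gene driven by streptokinase promoter and grows in 40 µg/ml kanamycin; loss of luminescence reflects streptokinase promoter inhibition or plain growth inhibition; 0% = median of DMSO wells and 100% = positive control at its reference dose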
# MrgX1 agonist: agonists of human MrgX1 receptor. Q96LB2. MrgX1-HEK293 cells, Fluo-4 calcium fluorescence, agonist mode; stronger effect = higher value. B-score at 10 µM. hit rate 0.44% among 310,000. AID 588627;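 active = calcium response B-score plate-corrected fluorescence ratio at least 3 library SD, with starting fluorescence B-score inside 5 SD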
# Target sequence (Q96LB2 whole entry, looked up): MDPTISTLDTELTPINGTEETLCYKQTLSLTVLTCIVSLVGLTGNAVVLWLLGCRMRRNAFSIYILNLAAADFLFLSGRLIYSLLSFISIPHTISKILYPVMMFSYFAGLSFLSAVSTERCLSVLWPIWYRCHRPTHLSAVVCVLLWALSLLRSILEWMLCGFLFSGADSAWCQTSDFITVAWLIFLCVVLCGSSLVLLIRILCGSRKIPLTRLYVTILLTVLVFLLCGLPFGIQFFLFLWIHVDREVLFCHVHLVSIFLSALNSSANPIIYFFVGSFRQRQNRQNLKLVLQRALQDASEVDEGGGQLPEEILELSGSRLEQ
#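 Assay system: MrgX1-expressing HEK293 cells / Amount: fifteen thousand cells per well / Doses: test compound in the initial addition of three / Timing: cells plated overnight, dye loaded 0.5 h 37 °C, 0.5 h room temperature / Technique: kinetic calcium dye fluorescence, Fluo-4 NW / Control set: positive and negative controls per plate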
# RGS4 act: potentiators or activators of RGS4. AID 463111. B-score at 10 µM. hit rate 0.92% among 310,000. HEK293 M3R/inducible RGS4, carbachol calcium flux Fluo4; stronger effect = lower value;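 active = B-score of the integrated calcium signal more than 4 SD below the library mean, with starting fluorescence not abnormally high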;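 note: negative B-score means reduced calcium response which marks RGS4 activation or potentiation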
#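 Material: M3R-expressing HEK293 line, RGS4 induced by doxycycline | Schedule: Overnight RGS4 induction, 30 min dye load 37 °C, 20 min compound RT | Measured by: Fluo4 fluorescence kinetic imaging of calcium | Read-out: Integrated calcium ratio converted to B score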
# TRPC6 act: activators of mouse TRPC6 channel | Q61143 | HEK293-TRPC6 membrane potential dye fluorescence; stronger effect = higher value | B-score at 10 µM | hit rate 0.13% among 310,000 | AID 2550;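 active = B-score of the integrated fluorescence ratio above library mean plus 3 SD, and starting fluorescence ratio within library mean plus 5 SD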;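 note: higher score means more depolarization so channel activation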
# TRPC6 inhibitor: inhibitors of mouse TRPC6 channel | hit rate 1.1% among 310,000 | Q61143 | B-score at 10 µM | HEK293-TRPC6, membrane potential dye, ACh-evoked depolarization; stronger effect = lower value;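 active = B-score under library mean minus 3 SD, initial fluorescence not abnormally high, positive integrated signal ratio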;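 note: B-score derived from integrated fluorescence ratio over the kinetic read; more negative B-score means stronger inhibition of depolarization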
# MrgX1 PAM: human MrgX1 positive allosteric modulation, primary screen; Q96LB2; MrgX1-HEK293, Fluo-4 calcium flux, FDSS; stronger effect = higher value; B-score at 10 µM; hit rate 0.63% among 310,000; AID 588675;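 active = plate-corrected calcium response at least 3 library SD above typical, normal starting fluorescence, not activating the receptor alone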;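 note: compound read alongside a low EC10 to EC30 dose of BAM8-22 agonist; peak minus trough fluorescence over baseline measured at the second addition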
# HDAC3 inhib: human HDAC3 inhibition | O15379 | recombinant HDAC3, fluorogenic peptide/trypsin coupled, fluorescence | inhibition, % at 8.3 µM | hit rate 0.15% among 320,000; in the data active = inhibition above about 26%, passing the limit was not always enough; inconclusive = no clear call, values can overlap the other calls
# Target sequence (O15379 whole entry, looked up): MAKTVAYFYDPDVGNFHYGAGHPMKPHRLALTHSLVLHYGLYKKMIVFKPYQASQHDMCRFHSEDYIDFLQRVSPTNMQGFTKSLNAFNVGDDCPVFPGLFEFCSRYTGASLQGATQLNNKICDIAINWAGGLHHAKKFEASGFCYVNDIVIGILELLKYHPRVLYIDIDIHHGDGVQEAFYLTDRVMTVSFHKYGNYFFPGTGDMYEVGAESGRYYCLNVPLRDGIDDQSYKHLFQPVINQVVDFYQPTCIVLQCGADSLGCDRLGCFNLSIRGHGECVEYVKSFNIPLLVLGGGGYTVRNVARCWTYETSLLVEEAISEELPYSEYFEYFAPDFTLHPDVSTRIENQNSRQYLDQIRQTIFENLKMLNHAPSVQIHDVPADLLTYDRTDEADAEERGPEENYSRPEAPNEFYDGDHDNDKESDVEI
# TMEM16A inh: mouse TMEM16A channel inhibition, primary screen; Q8BHY3; hit rate 1.2% among 310,000; normalized B-score (activity score, 25-100; higher = stronger inhibition) at 10 µM; HEK293 TMEM16A/YFP iodide influx fluorescence, ionomycin;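 active = ratio plate-corrected score three or more library SD toward inhibition, starting fluorescence score within five deviations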;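 note: score derived from kinetic fluorescence span divided by baseline fluorescence per well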
# MrgX1 antagonist: antagonists of human MrgX1 receptor. hit rate 1.3% among 310,000. MRGX1-HEK293 calcium flux, Fluo-4, BAM8-22 antagonism; stronger effect = lower value. B-score at 10 µM. Q96LB2;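 active = calcium-response B-score plate-corrected more than 3 library SD below zero, starting fluorescence within 5 deviations, no agonist response on first addition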;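 note: peak minus trough fluorescence over baseline after final BAM8-22 challenge near maximal dose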
# * marks the source's active call; other numbers are inactive results; i = inactive; u = inconclusive; x = no result given.
SMILES,RGS4 block,TMEM16A act,SKKanGAS inh,MrgX1 agonist,RGS4 act,TRPC6 act,TRPC6 inhibitor,MrgX1 PAM,HDAC3 inhib,TMEM16A inh,MrgX1 antagonist
Oc1sc(C=Nc2ccccc2)c2ccccc12,i,i,3.1,i,i,12.9*,i,i,-2.5,i,i
CCOc1ccc(N(CC(=O)Nc2nccs2)S(=O)(=O)c2c(C)noc2C)cc1,i,i,1.9,i,i,i,i,i,-13.0,i,i
Cc1ccsc1CNCc1cc(Cl)ccc1O,x,i,x,i,x,x,x,i,0.4,i,i
CNC(=O)/C(=C\C=C\c1ccccc1)NC(=O)c1ccc([N+](=O)[O-])cc1,i,i,-2.4,i,i,i,i,i,7.3,i,i
O=C(Nc1nc(-c2ccccc2)c(-c2ccccc2)s1)c1ccc(S(=O)(=O)N2CCCCC2)cc1,i,i,-3.4,i,i,i,i,i,-5.5,i,i
COc1cc(NC(=O)CCN2CCN(C)CC2)cc(OC)c1,i,i,0.6,i,i,i,i,i,-5.6,i,i
COc1ccccc1N(CC(=O)NC1CCCC1)S(=O)(=O)c1ccc(C)cc1,i,i,-1.1,i,i,i,i,i,-1.9,i,i
CC(C)C(C)NC(=O)Cn1cnc2c(oc3ccccc32)c1=O (centres undefined),i,i,2.3,i,i,i,i,i,-0.7,i,i
CCNC(=O)CC1SC(=Nc2cccc(Cl)c2C)N(C)C1=O (centres undefined),i,i,1.6,i,i,i,i,i,-7.8,i,i
Cc1ccc2cc(CN(C(=O)C3CCCO3)C3CCCCC3)c(=O)[nH]c2c1 (centres undefined),i,i,-3.6,i,i,i,i,i,6.8,i,i
Cc1ccccc1NC(=O)c1cn(-c2ccccc2)nc1-c1ccccc1,i,i,-4.0,i,i,i,i,i,10.3,i,i
CCc1ccc(N2CC(C(=O)Nc3ccccc3F)CC2=O)cc1 (centres undefined),i,i,x,i,i,i,i,i,-5.3,i,i
CCOc1ccc(-n2nnc3c(=O)n(CC(=O)NCc4ccco4)cnc32)cc1,i,i,15.3,i,i,i,i,i,-6.0,i,i
O=C(Nc1ccccc1Br)c1ccc(N2CCCC2=O)cc1,i,i,-7.4,i,i,i,i,i,3.6,i,i
CCC(=O)c1ccc(N2CCN(C(=O)c3ccc(F)cc3)CC2)c(F)c1,i,i,-3.6,i,i,i,i,i,2.2,25*,i
O=C(NCc1cccnc1)C1CCN(C(=O)c2ccc(Cl)cc2Cl)CC1,i,i,-2.9,i,i,i,i,i,x,i,i
O=C(Nc1ccc(S(=O)(=O)N2CCOCC2)cc1)c1cc([N+](=O)[O-])ccc1Cl,i,i,0.5,i,i,i,i,i,-1.7,i,i
O=C(N/N=C/c1ccc(F)c(F)c1)c1cc2c(s1)-c1ccccc1CC2,i,i,1.5,i,i,i,i,i,-6.7,i,i
O=C(OCCN1CCCCC1)c1ccccc1F,i,i,-1.2,i,i,i,i,i,-3.9,i,i
CNC(=S)NNC(=O)c1cccn(Cc2cccc(C(F)(F)F)c2)c1=O,i,i,-0.3,i,i,i,i,i,0.2,i,i
O=S(=O)(c1ccc(OC(F)(F)F)cc1)N1CCCC(N2CCOCC2)C1 (centres undefined),i,i,4.6,i,i,i,i,i,-6.6,i,i
Cc1cc(C)c(C(=O)/C=C/c2ccc(C(C)C)cc2)c(=O)[nH]1,i,i,3.4,i,i,i,i,i,u,i,i
O=C(O)C(NS(=O)(=O)c1ccc(F)cc1)c1ccccc1 (centres undefined),i,i,4.9,i,i,i,i,i,1.9,i,i
Cc1cc(C)n(-c2ccc(C(=O)Nc3ccccc3N3CCOCC3)cc2)n1,i,i,-0.9,i,i,i,i,i,5.0,i,i
COc1ccc(C2/C(=C(/O)c3ccc(C)cc3)C(=O)C(=O)N2CCCN2CCOCC2)cc1 (centres undefined),i,i,-5.4,i,i,i,i,i,5.4,i,i
CCOc1ccc(NC(=O)CSC2=NN3CCCC(=O)N=C3S2)cc1,i,i,-8.7,i,i,i,i,i,-8.6,i,i
CCCCCC(=O)NC(=S)Nc1ccccc1C(=O)OC,i,i,-2.3,i,i,i,i,i,2.7,i,i
O=C(CN1C(=O)c2ccccc2C1=O)Nc1cccc(O)c1,i,i,-0.6,i,i,i,i,i,2.2,i,i
CCC(CC)c1nnc(NC(=O)Oc2ccccc2)s1,i,i,-9.5,i,i,i,i,i,7.6,i,i
CCC(=O)N1CCNC(=O)C1CC(=O)Nc1ccc(C)c(Cl)c1 (centres undefined),i,i,-6.1,i,i,i,i,i,6.5,i,i
Cc1ccccc1NCc1nnc2n1CCCCC2,i,i,-2.5,i,i,i,i,i,6.2,i,i
CCOC(=O)C1CCCN(c2c(NCCN(CC)c3ccccc3)c(=O)c2=O)C1 (centres undefined),i,i,-4.7,i,i,i,i,i,0.2,i,i
COc1ccc([N+](=O)[O-])c(OC)c1C(=O)NC(=O)Nc1c(C)cccc1C,i,i,5.2,i,i,i,i,i,-9.5,i,i
Cc1ccc(CN2CCNC(=O)C2CC(=O)N(C)C2CCCCC2)o1 (centres undefined),i,i,-2.5,i,i,i,i,i,2.2,i,i
Cc1ccc(NC(=O)CSCC(=O)Nc2ccc(N3CCOCC3)c(Cl)c2)cc1,i,i,-1.6,i,i,i,-5.7*,i,4.8,i,i
C/C(=N\NC(=O)Cc1ccccc1)c1ccc(Cl)s1,i,i,-7.2,i,i,i,i,i,1.7,i,i
COc1ccc(OC)c(C2NC(=O)CCC2[N+](=O)[O-])c1 (centres undefined),i,i,1.7,i,i,i,i,i,1.6,i,i
O=C(CS(=O)(=O)c1ccccc1)Nc1nnc(Cc2ccccc2)s1,i,i,0.5,i,i,i,i,i,-8.3,i,i
CSc1nnc2c3ccccc3c3ccccc3c2n1,i,i,1.7,x,i,i,i,x,x,x,x
CC(C)Cc1cc(C(=O)Nc2sc3c(c2C#N)CCCC3)no1,i,i,1.7,i,i,i,i,i,8.4,i,i
CN1CCN(C(=O)C2=C[C@H](c3ccc(C(F)(F)F)cc3)C[C@H](OCCCCO)O2)CC1,i,i,2.6,i,i,i,i,i,-0.3,i,i
O=C1c2cccc3c(N4CCCCC4)ccc(c23)C(=O)N1c1cccc(O)c1,i,i,-6.8,i,i,i,i,i,4.1,i,-5.16*
CC(C)(O)c1cc(=O)sc2nc3ccccc3n12,i,i,7.1,i,i,i,i,i,0.3,i,i
Cc1cccc(Nc2nc(N)c([N+](=O)[O-])c(N3CCC(C)CC3)n2)c1,i,i,-6.0,i,i,i,i,i,0.7,i,i
CC1=C(C(=O)NC2CCCC(C)C2C)C2(CCCCC2)OC1=O (centres undefined),i,i,0.8,i,i,i,i,i,-5.1,i,i
O=C(CC(C(=O)O)c1c[nH]c2ccccc12)c1ccccc1 (centres undefined),i,i,7.3,i,i,i,i,i,2.5,i,i
COc1cccc(-c2cc3nc4c(c(N5CCC6(CC5)OCCO6)n3n2)CCCC4)c1,i,i,26.7,i,-7.88*,i,i,i,-7.3,i,i
CCn1cc(C(=O)Nc2ccc(C)cc2[N+](=O)[O-])c(C)n1,i,i,-2.9,i,i,i,i,i,1.8,i,i
COc1ccc2c(=O)c(C(=O)NCc3ccccc3)c[nH]c2c1,i,i,-16.7,i,i,i,i,i,-2.5,i,i
COC(=O)c1ccccc1OC(=O)c1cc2ccccc2oc1=O,i,i,1.6,i,i,i,i,i,-2.9,i,i
CC(=O)c1ccc(N2CCN(C(=O)/C=C/c3ccc(S(=O)(=O)NCc4ccco4)cc3)CC2)cc1,i,i,4.9,i,i,i,i,i,-6.3,i,i
O=C(Nc1ccnn1C1CCN(C(=O)c2cc(Cl)ccc2F)CC1)C1CCOC1 (centres undefined),i,i,2.2,i,i,i,i,i,4.3,i,i
CCCn1c(=O)c2ccccc2n2c(SCC(=O)c3ccc(CC)cc3)nnc12,i,i,1.7,i,i,i,i,i,6.7,i,i
Cc1c(Br)c(=O)[nH]c(=O)n1COCc1ccccc1,i,i,2.9,i,i,i,i,i,5.0,i,i
COc1ccc(CN2C(=O)c3cccnc3C2=O)cc1S(=O)(=O)N1CC(C)CC(C)C1 (centres undefined),i,i,-1.2,i,i,i,i,i,16.8,i,i
CCOc1ccc(C(C)=O)cc1COC(=O)C1=COCCO1,i,i,-15.8,i,i,i,i,i,2.7,i,i
COc1ccc(NC(=S)N2CCN(C/C=C/c3ccccc3)CC2)c(OC)c1,i,i,0.9,i,i,i,i,i,-2.2,i,i
O=C(NCCC1CCCCN1S(=O)(=O)c1ccccc1)C(=O)NCc1ccco1 (centres undefined),i,i,15.4,i,i,i,i,i,x,i,i
COCCCN=CC1=C(O)CC(c2ccccc2)CC1=O (centres undefined),i,i,-0.4,i,i,i,i,i,-0.8,i,i
C=CCn1c(C)cc(C(=O)Cn2nc(C(=O)O)c3ccccc3c2=O)c1C,i,i,-9.6,i,i,i,i,i,5.1,i,i
# (further entries)
SMILES,RGS4 block,TMEM16A act,SKKanGAS inh,MrgX1 agonist,RGS4 act,TRPC6 act,TRPC6 inhibitor,MrgX1 PAM,HDAC3 inhib,TMEM16A inh,MrgX1 antagonist
COc1ccc(-c2cc(C(=O)NCCN3CCOCC3)c3ccccc3n2)c(OC)c1,i,i,5.4,i,i,i,i,i,-8.3,i,i
Cc1cccc(N2CC(C(=O)Nc3nnc(SCc4cccnc4)s3)CC2=O)c1 (centres undefined),i,i,4.3,i,i,i,i,i,-0.7,i,i
COc1cc(NC(=O)c2ccccc2)c(OC)cc1NC(=O)Cc1ccc(F)cc1,i,i,12.2,i,i,i,i,i,-5.8,i,i
CCOC(=O)C[N+]1(C)CCN(C(C)=O)CC1,i,i,-15.8,i,i,i,i,i,-10.2,i,i
Cc1ccc(S(=O)(=O)n2nc(C)cc2C)cc1,i,i,-5.0,i,i,i,i,i,-10.9,i,i
COc1ccc(NC(=O)c2[nH]c(C)c(C(C)=O)c2C)cc1S(=O)(=O)Nc1ccc(Br)cc1,i,i,29.6,i,i,i,i,i,6.1,i,i
O=C(NC1CCCC1)c1ccc(CS(=O)(=O)c2ccc(Cl)cc2)o1,i,i,-8.6,i,i,i,i,i,-4.6,i,i
Cc1ccccc1NC(=O)COC(=O)CCc1nc2ccccc2c(=O)[nH]1,i,i,-12.2,i,i,i,i,i,-0.8,i,i
COc1ccc(CNC(=O)CN(c2ccccc2)S(=O)(=O)c2ccccc2[N+](=O)[O-])cc1,i,i,0.5,i,i,i,i,i,-0.1,i,i
CN(C(=O)COC(=O)c1cncc(Br)c1)C1CCS(=O)(=O)C1 (centres undefined),i,i,-2.1,i,i,i,i,i,2.9,i,i
Cc1ccc(NNC(=O)C2CCC2)cc1C,i,i,u,i,i,i,i,i,4.2,i,i
